tim23-1 inh = growth inhibitors of tim23-1 mutant yeast. 330,000 tested, 1.3% active. S. cerevisiae tim23-1 growth, BacTiter-Glo luminescence, 24 h. inhibition, % at 20 µM;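 active means growth inhibition of the mutant yeast at or above 50%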;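 further: temperature-sensitive mutant grown at 25 °C; plate controls were DMSO-treated mutant yeast for no effect and medium wells lacking yeast for full effect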
CXCR6 block = inhibitors of human CXCR6 receptor; 360,000 tested, 0.36% active; inhibition, % at 20 µM; O00574; CHO-K1 PathHunter CXCR6 beta-arrestin, luminescence; in the data active means inhibition above about 34%, passing the limit was not always enough;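 further: antagonist mode with CXCL16 agonist at 10 nM final; 0% = 10 nM CXCL16 with DMSO and 100% = unstimulated wells without agonist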
Target sequence (O00574 whole entry, looked up): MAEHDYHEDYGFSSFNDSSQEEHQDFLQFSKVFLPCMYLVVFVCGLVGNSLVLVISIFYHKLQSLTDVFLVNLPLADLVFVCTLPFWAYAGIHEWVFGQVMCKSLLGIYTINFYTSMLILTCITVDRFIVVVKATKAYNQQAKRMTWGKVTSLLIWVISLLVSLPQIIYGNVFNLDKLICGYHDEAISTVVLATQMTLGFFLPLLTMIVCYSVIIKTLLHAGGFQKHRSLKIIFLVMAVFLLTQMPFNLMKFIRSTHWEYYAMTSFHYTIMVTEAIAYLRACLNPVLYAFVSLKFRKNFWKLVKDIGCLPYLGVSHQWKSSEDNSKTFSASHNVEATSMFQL
Mdm2-MdmX inh = human Mdm2/MdmX binding inhibition | O15151+Q00987 | SaOS-2 split-luciferase Mdm2/MdmX complementation, luminescence | inhibition, % at 8 µM | 330,000 tested, 3% active | AID 485346;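 active means inhibition of at least 50% at 8 µM in the primary screen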
UPR XBP1 act = activators of adaptive arm of unfolded protein response (XBP1). CHO-XBP1 luciferase reporter, IRE1-XBP1 UPR activation, luminescence; percent of tunicamycin response, DMSO as zero. activation, % at 20 µM. 330,000 tested, 0.33% active;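 active means versus positive control, 20 µM dose yields 30% or more activation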;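 further: 100% = tunicamycin at 10 µg/mL and 0% = DMSO only wells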
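Material: CHO cell line with stable XBP1 luciferase reporter; buffer or medium: F12 medium containing 10% fetal bovine serum; compound: single point, 20 µM final compound, 1% DMSO; incubation: 6 h treatment, 37 °C; measured by: glow luminescence from Steady-Glo reagent; evaluation: activation, % of tunicamycin; control set: tunicamycin high, DMSO low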
APJ antagonist = antagonists of human APJ apelin receptor. CHO-K1 APJ beta-arrestin complementation, luminescence. inhibition, % at 20 µM. 330,000 tested, 0.32% active;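 active means inhibition above about 40% at 20 µM, limit read from the data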;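 further: cells challenged with 10 nM apelin-13 agonist together with compound; plate controls were apelin-13 plus DMSO wells for no effect and DMSO wells lacking apelin-13 for full effect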
Target sequence (P35414 whole entry, looked up): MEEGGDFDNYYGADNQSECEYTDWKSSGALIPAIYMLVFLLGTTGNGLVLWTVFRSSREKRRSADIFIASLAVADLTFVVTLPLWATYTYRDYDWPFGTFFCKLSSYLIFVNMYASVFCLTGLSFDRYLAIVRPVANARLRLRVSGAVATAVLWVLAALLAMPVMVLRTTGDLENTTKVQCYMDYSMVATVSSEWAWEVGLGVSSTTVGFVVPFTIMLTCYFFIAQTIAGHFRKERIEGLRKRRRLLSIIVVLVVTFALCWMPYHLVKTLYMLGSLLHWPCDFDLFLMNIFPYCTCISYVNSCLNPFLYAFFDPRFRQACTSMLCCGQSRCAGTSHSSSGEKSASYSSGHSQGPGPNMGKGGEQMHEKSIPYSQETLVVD
tim10-1 inh = growth inhibitors of tim10-1 mutant yeast. 330,000 tested, 2.2% active. S. cerevisiae tim10-1 ts strain growth, BacTiter-Glo, 24 h. inhibition, % at 20 µM;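 active means inhibition of at least 40%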;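 further: mutant grown at 25 °C; 0% = DMSO wells with yeast and 100% = wells holding no yeast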
CHOP UPR activ = activators of apoptotic arm of unfolded protein response (CHOP); activation, % at 10 µM; 330,000 tested, 0.34% active; AID 449763; CHO-CHOP luciferase reporter, UPR activation, luminescence; percent of tunicamycin response over DMSO baseline;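 active means at 10 µM dose, activation of 40% or more, normalized to positive control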;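 further: 100% = tunicamycin at 10 µg/mL and 0% = DMSO alone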
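Assay system: CHO cells with stable CHOP pathway luciferase reporter; Buffer or medium: F12 plus 10% serum; Times: 16-18 h cell attachment, then 6 h compound exposure, 37 °C; Signal: luciferase luminescence; Read-out basis: percent activation relative to tunicamycin control; Control set: tunicamycin high control, DMSO low control.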
APJ ag = agonists of human APJ apelin receptor; 330,000 tested, 0.11% active; P35414; activation, % at 20 µM; CHO-K1 APJ PathHunter beta-arrestin, luminescence; 0% DMSO wells, 100% apelin;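 active means activation more than six SD over the plate average, tested at 20 µM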;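 further: 0% = DMSO alone and 100% = apelin-13 at 10 nM; some results filed as inactive read as strong as hits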
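Test system: CHO-K1 APJ beta-arrestin complementation cell line | Compound: Single test compound dose, 20 µM final, 1% DMSO | Incubation: Compound 90 min 25 °C, reagent 1 h | Measured by: beta-gal luminescence | Read-out basis: APJ–arrestin association signal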
TIM10 inh = growth inhibitors of TIM10 yeast strain. inhibition, % at 10 µM. 330,000 tested, 1.4% active. S. cerevisiae TIM10 strain growth, BacTiter-Glo luminescence, 24 h. AID 463195;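 active means inhibition of 40% or more at the single tested concentration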;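 further: wild-type TIM10 isogenic control strain grown at permissive 25 °C; 0% = DMSO yeast wells and 100% = minimal medium wells without yeast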
* = called active by the depositor; · = no result given. The list is partial, so the mix of outcomes need not match the whole.

Start of the listing, in advance:
No.	Structure	tim23-1 inh	CXCR6 block	Mdm2-MdmX inh	UPR XBP1 act	APJ antagonist	tim10-1 inh	CHOP UPR activ	APJ ag	TIM10 inh
1	Cc1cc(F)c(F)c(C(=O)N2CCC(C)CC2)c1Cl	18	-2	4	-2	15	22	0.1	-6	21
2	NC(=O)CNc1n[nH]c(=S)[nH]c1=O	2	0	3	1	4	-1	-3.2	2	7
3	Cc1nn(C(C)C(=O)N2CCN(c3ccccn3)CC2)c(=O)c2cc3occc3n12 (stereo not drawn)	16	-4	6	-1	12	15	-2.7	-2	8

The list itself, repeating the preview:
No.	Structure	tim23-1 inh	CXCR6 block	Mdm2-MdmX inh	UPR XBP1 act	APJ antagonist	tim10-1 inh	CHOP UPR activ	APJ ag	TIM10 inh
1	Cc1cc(F)c(F)c(C(=O)N2CCC(C)CC2)c1Cl	18	-2	4	-2	15	22	0.1	-6	21
2	NC(=O)CNc1n[nH]c(=S)[nH]c1=O	2	0	3	1	4	-1	-3.2	2	7
3	Cc1nn(C(C)C(=O)N2CCN(c3ccccn3)CC2)c(=O)c2cc3occc3n12 (stereo not drawn)	16	-4	6	-1	12	15	-2.7	-2	8
4	Cc1c(C(=O)N2CCCC2)c(S(=O)(=O)Nc2ccccc2)c(C)n1C	8	-1	10	-1	6	-6	-2.2	4	8
5	Cc1ccc(C(=O)N/C(=C\c2cn(C)c3ccccc23)C(=O)OCCN(C)C)cc1	-2	-7	-1	-2	9	-11	0.9	-1	1
6	CN(Cc1ccco1)c1ncnc2ccc(-c3ccccc3Cl)cc12	40	2	20	3	0	30	1.0	0	-15
7	CCc1nc(SCC(=O)Nc2nc3c(s2)CCCC3)c2ccccc2n1	24	4	19	3	7	23	-1.6	-5	27
8	COC(=O)C(Cc1ccccc1)NC(=O)CCNC(=O)c1ccc(Br)cc1 (stereo not drawn)	19	-9	4	-8	6	26	-0.7	-2	-10
9	CCOc1cc(CNn2nnnc2N)cc(Cl)c1OCC(=O)NC(C)(C)C	7	7	1	0	3	14	-3.6	-3	-4
10	Cc1cccnc1NC(=O)c1csnn1	16	4	1	0	14	21	-0.3	-3	-9
11	Cc1ccc2c(c1)C(=O)C(=O)N2Cc1ccc(F)cc1	46	12	34	7	20	24	0.8	-3	7
12	CC1Cc2cc(/C=C3/SC(N4CCC(C(N)=O)CC4)=NC3=O)ccc2O1 (stereo not drawn)	-1	8	24	5	9	-8	1.7	-3	9
13	COCC(=O)Nc1cc([N+](=O)[O-])ccc1OC	11	8	1	-4	-15	1	-0.7	-2	7
14	Cc1ccc(/C=C/C(=O)N2CC(=O)Nc3ccccc32)o1	17	-2	-8	2	7	2	2.7	-1	12
15	O=C(NC12CCC(O)C(SC1)/C2=N/O)c1ccccc1 (stereo not drawn)	-1	2	-7	-1	-10	6	-0.4	3	-18
16	CC1CCCN(C(=O)CN2C(=O)C(C)Oc3ccccc32)C1 (stereo not drawn)	8	-4	-18	-2	-3	0	39	1	4
17	CC(C)(C)CC(=O)Nc1ccc(Nc2ccccc2)cc1	17	0	-31	0	-17	14	2.2	2	23
18	O=C(c1ccc(Cl)cc1)C1CCCN(Cc2cccn2-c2ccccn2)C1 (stereo not drawn)	8	5	25	-3	4	7	0.6	0	-6
19	CCOC(=O)c1cc2c(ccc3ccccc32)oc1=O	26	7	3	3	-4	22	-0.8	-1	47*
20	COc1cccc(-c2cc(C(F)(F)F)nc(N3CCN(c4ccccc4)CC3)n2)c1	4	9	24	-1	0	4	0.2	-6	4
21	CN(C)C1(CNC(=O)C2CCN(S(=O)(=O)c3ccccc3C(F)(F)F)CC2)CCCCC1	-5	-2	-9	-5	-4	-14	1.0	-2	9
22	Cc1c(Cl)cnc(NC(=O)COC(=O)c2cccs2)c1Cl	14	2	15	-1	-13	22	0.2	-1	12
23	CCCn1c(SCC(=O)Nc2cccc(S(=O)(=O)NC3=NCCCCC3)c2)nc2ccccc2c1=O	18	8	23	-3	-7	15	-1.5	0	3
24	O=C(CN1C(=O)NC2(CCc3ccccc32)C1=O)Nc1cccc(F)c1 (stereo not drawn)	-8	-1	-3	-2	4	6	0.9	-6	6
25	Cc1ccc(OC(C)C(=O)N2CCc3ccccc32)cc1 (stereo not drawn)	23	5	16	4	9	13	1.7	-4	0
26	Cc1ccc(/C=N/c2sc3c(c2C(N)=O)CCCC3)o1	45	9	-85	8	7	34	3.2	-4	22
27	O=C(c1cc2sccc2n1Cc1ccccc1)N1CCc2ccccc21	19	2	30	3	13	29	0.1	-5	20
28	S=c1[nH]nc(-c2ccn[nH]2)n1-c1ccccc1Cl	2	0	24	5	6	9	1.4	4	14
29	COc1ccc(NC(=O)COn2nnc3ccc(Cl)cc32)cc1OC	15	5	10	-3	-4	-18	-0.5	-4	17
30	COc1ccc(-n2c(Cc3cc(=O)[nH]c(=O)[nH]3)nnc2SCc2ccccc2)cc1	7	-1	6	0	4	2	6.8	-3	2
31	Cc1ccc(S(=O)(=O)NC(=NCC(=O)O)c2ccc(F)cc2)cc1	9	7	4	-1	3	10	0.1	1	-16
32	COCC(=O)NNC(=O)c1ccc(OC)cc1	-15	-4	-3	-2	-6	-9	2.5	-2	-5
33	COc1ccc(C(CC(=O)N2CCN(C)CC2)NC(=O)C(F)(F)F)cc1 (stereo not drawn)	0	-2	10	-3	15	-3	2.6	-1	3
34	CCCOc1ccc2oc(=O)c3c(c2c1)CCCN3C(=O)CN1CCN(c2ncccn2)CC1	35	0	17	0	-16	29	2.1	-3	15
35	C/C(=N/NS(=O)(=O)c1ccc(Br)cc1)c1ccc(NC(=O)c2ccc(C)o2)cc1	32	-2	6	-1	-19	19	3.3	1	11
36	Cc1cc(NC(=O)c2ccc(Cl)c(S(=O)(=O)N3CCOCC3)c2)no1	16	2	19	-2	11	9	-0.2	-3	1
37	Cc1cc2nc(-c3cccnc3SCC(=O)NCc3ccco3)[nH]c2cc1C	21	-7	-42	-3	-22	26	2.5	-1	19
38	COc1ccc(-c2nnc(SCCc3ccccc3)n2N)cc1	24	4	6	1	17	5	7.1	0	0
39	O=C(Nc1nncs1)c1ccc(F)c(S(=O)(=O)N2CCCCC2)c1	25	3	16	-2	9	14	0.0	4	15
40	Cc1cccc(Oc2c(C=O)c3ccccc3n2C)c1	19	5	15	0	10	13	-1.9	-2	-7
41	COc1ccccc1N1CCN(C2CCCN(C(=O)C3=NN(C)C(=O)CC3)C2)CC1 (stereo not drawn)	4	2	-3	-3	27	12	-0.9	-8	3
42	CCc1ccc(NC(=O)C(=S)NC2CCCCC2)cc1	30	-3	-127	2	9	12	2.9	-2	12
43	O=C(Nc1ccnc(-c2ccncc2)n1)c1ccccc1Cl	8	3	-11	1	6	12	-1.9	-3	13
44	O=C(NCCN1CCOCC1)c1ccc(=O)oc1	-4	-6	4	1	4	11	3.3	-3	-8
45	Cc1ccc(C(=O)c2ccc(C(F)(F)F)cc2)cc1	10	·	-5	6	3	13	-1.4	-4	8
46	Cc1ccc(C(=O)NNC(=S)Nc2cccc3ccccc23)s1	11	16	-31	3	1	16	-1.2	-3	23
47	CCCc1cc(O)c2c(C)cc(=O)oc2c1	24	-5	14	-2	-6	14	-0.3	-2	-11
48	COc1cccc(Oc2nc(-c3ccncc3)nc3ccccc23)c1	47	6	47	6	-11	41*	-0.1	1	22
49	O=C(Cn1cnc2cc([N+](=O)[O-])ccc2c1=O)Nc1cccc2ccccc12	15	-13	8	-2	-61	-29	-1.6	5	34
50	CCC1=NC(c2ccccc2)N(O)C1(C)C (stereo not drawn)	2	20	-5	-2	17	12	-1.0	-6	8

Other results follow:
No.	Structure	tim23-1 inh	CXCR6 block	Mdm2-MdmX inh	UPR XBP1 act	APJ antagonist	tim10-1 inh	CHOP UPR activ	APJ ag	TIM10 inh
51	C=CC[C@@H](CC(=O)N[C@H](CO)Cc1ccccc1)C(=O)N[C@@H](C)COC(=O)[C@@H](CC=C)CC(=O)OC(C)(C)C	-11	-23	-27	-2	-2	-2	-1.2	-3	4
52	O=C(CN1C(=O)COc2ccccc21)N1CCN(C2CCCCC2)CC1	10	-6	5	-2	-3	5	-1.5	2	-11
53	O=C(N/N=C1\NC(=O)C(CO)(CO)S1)c1ccccc1	-4	4	20	-4	-6	-11	2.7	1	0
54	CC(OC(=O)C1=Cc2ccccc2OC1)C(=O)NC1CCCC1 (stereo not drawn)	-1	-1	7	0	11	-10	-0.1	-6	4
55	CCCc1cc(=O)oc2cc(C)cc(O)c12	28	-9	21	0	4	0	-2.1	0	-35
56	CCOC(=O)C1=C(COC(=O)C2CC(=O)N(c3ccc(CC)cc3)C2)NC(=O)NC1C (stereo not drawn)	-1	-2	-10	1	-22	9	1.4	-1	4
57	Cc1ccc(-n2nnnc2SCC(=O)N2CC(=O)Nc3ccccc32)cc1	3	2	8	1	22	12	-1.6	-2	3
58	CC1CCCN(CCCNC(=O)C2CC(=O)N(CCc3ccccc3)C2)C1 (stereo not drawn)	14	-3	8	0	-11	5	1.0	8	0
59	O=C(NC1CCCc2ccccc21)c1n[nH]c(=O)c2ccccc12 (stereo not drawn)	19	1	16	-2	-4	28	-1.1	-2	1
60	Cc1ccc(S(=O)(=O)c2cc3c(=O)n4ccccc4nc3n(C3CCCC3)c2=N)cc1	33	19	41	5	13	32	3.1	-3	12
61	O=C(Nc1nnc(C2CCCO2)s1)c1ccc(Br)cc1 (stereo not drawn)	16	0	-53	2	-4	14	4.9	-2	8
62	COc1cccc(-n2cnc3sc(C)c(C)c3c2=O)c1	28	2	6	0	-3	3	2.8	-5	2
63	COc1ccccc1N(C)S(=O)(=O)c1ccc(C(=O)OCC(=O)c2c[nH]c3ccccc23)cc1	-8	-7	-18	1	8	-3	-0.4	-2	1
64	CCC(C)[C@H](NC(=O)N1CCCCC1)C(=O)OC (stereo partly drawn)	-10	7	20	-3	6	-8	1.0	0	-1
65	Cc1ccc(CNCCNCCO)s1	1	2	-16	-3	-10	4	1.2	1	-11
66	Cc1cc(C(F)F)n2ncc(C(=O)NCc3ccccc3)c2n1	-6	1	17	1	-16	26	-2.4	0	-8
67	CCOc1ccc(NC(=O)NC23CC4CC(CC(C4)C2)C3)cc1	46	3	-54	2	0	34	1.7	-2	39
68	CC(C)NC(=O)c1onc(CSc2ccc(F)cc2)c1C(=O)O	5	-8	9	-3	13	4	-2.0	13	-10
69	O=C1N/C(=N\N=C\c2cccs2)SC1Cc1cccc(Cl)c1Cl (stereo not drawn)	6	9	83*	3	-11	6	1.0	-3	15
70	CCc1nn2c(NCCOC)cc(C)nc2c1-c1ccc(F)cc1	38	9	20	0	-20	26	-0.4	-1	4
71	COc1cccc(CN2CCNC(=O)C2CC(=O)N(C)CCC2CCOCC2)c1OC (stereo not drawn)	-6	10	8	-3	8	7	-0.9	0	2
72	O=C(CSc1ccccn1)c1ccc2c(c1)OCO2	19	-6	-137	3	-7	31	5.3	-1	-10
73	O=C(C1CC1)N1CCc2cc(Br)cc(S(=O)(=O)NCC3COc4ccccc4O3)c21 (stereo not drawn)	12	-14	-2	2	13	11	1.2	0	17
